Compound activity: PubChem BioAssay, several laboratories
M1AAP inhibition = malaria alanyl aminopeptidase activity blockers – biochemical, fluorogenic H-Leu-NHMec substrate, 1536-well (AID 1445); recombinant M1AAP, H-Leu-NHMec fluorogenic kinetic assay; higher % means a stronger effect; one-dose inhibition, % at 30 µM; IC50 in µM for titrated hits; hit rate 0.42% among 220,000;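 active means primary inhibition above the hit cutoff, then over 50% inhibition at one or more dose response concentrations, cut at about 23% in these data, passing the limit was not always enough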;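 further: plate controls were DMSO full reaction for no effect and no enzyme background for full effect; strong numbers were not always called active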
Yfh1-off respiration = enhancers of respiration in Yfh1-depleted yeast, dose response, Friedreich's ataxia, plus single-dose screen (AID 1465); S. cerevisiae Yfh1-off respiration, WST-1 reduction, 72 h; higher fold induction means a stronger effect; one-dose fold induction at 50 µM; EC50 in µM for titrated hits; hit rate 0.074% among 220,000;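 active means fold induction of absorbance versus untreated yeast above a set limit, then at least 30% activation at any dose in follow-up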;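 further: activators that raise dye reduction in frataxin-depleted yeast; strong numbers were not always called active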
Autophagy HCS = autophagy modulation, high-content screen | MEF GFP-LC3 puncta imaging; test concentration mostly 10 µM | calls only at 10 µM (by protocol) | hit rate 0.98% among 190,000 | AID 463193;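 active means percentage of spot-positive cells more than 3 SD above its plate mean, without a fluorescence outlier flag or 80% toxicity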;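 further: spot-positive cell cutoff set from DMSO-treated cells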
Dynein transport = blocks dynein driven cargo transport along microtubules; 3617.4 mouse cells, GR-EGFP nuclear translocation imaging; test concentration mostly 20 µM; stimulated with dexamethasone, 1 µM; active compounds read low; z-score, hits read low; hit rate 0.47% among 220,000;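 active means plate z-score of nuclear minus cytoplasmic receptor signal below a set negative limit, without overly bright fluorescence or cell loss, cut at about -3.5 in these data, passing the limit was not always enough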;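 further: z-score of nuclear minus cytoplasmic ring GR-EGFP intensity difference per well; some compounds called inactive have numbers as strong as hits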
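Buffer or medium: tet-free medium with charcoal-stripped serum / Also added: dexamethasone agonist, 1.0 µM final, for 30 min / Timing: induction 48 h, compound 1 h, agonist 30 min / Measured by: high-content fluorescence imaging after fixation / Read-out: nuclear-to-cytoplasmic GR-EGFP distribution per well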
T cell HTS = modulates CD8 T cell binding to vesicles | 2C CD8+ T cell-vesicle binding, flow cytometry; active compounds read low | calls only at 7 µM | hit rate 0.068% among 330,000;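 active means response, share of CD8 T cells binding vesicles, and their 90th percentile fluorescence all below set limits, cut at about 80% in these data, passing the limit was not always enough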
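Benchmarks: naked versus QL9-loaded vesicles / Assay system: purified 2C TCR transgenic mouse naive CD8+ T cells / Technique: high-throughput flow cytometry with anti-B7-1 and anti-CD8 staining / Timing: Cell–vesicle co-incubation 1.5 h at 37 °C, staining 20 min on ice / Read-out: percent CD8+ FL2 mean versus row control / Probe or stimulus: QL9-loaded Drosophila micro-vesicles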
WT yeast gro inh = growth inhibition of WT yeast, mitochondrial fusion screen. mitochondrial fusion phenotypic screen, WT strain. inhibition, % at 10 µM. hit rate 2.1% among 190,000. AID 1362; in the data active means inhibition above about 58%; tested in S. cerevisiae
P. falciparum M17LAP = P. falciparum M17LAP inhibitors, primary screen, biochemical, fluorogenic H-Leu-NHMec substrate, 1536-well (AID 1619); inhibition, % at 30 µM, or IC50 in µM where a hit was titrated; hit rate 0.38% among 220,000; recombinant M17LAP, H-Leu-NHMec fluorogenic kinetic assay; higher % means a stronger effect;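 active means compound inhibiting the enzyme by more than half at any dose during confirmatory dose-response retesting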;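 further: plate controls were full reaction with DMSO carrier for no effect and no enzyme background for full effect; strong numbers were not always called active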
bCat nuc transl = alters nuclear translocation of beta-catenin in HeLa cells; immunofluorescence imaging; nuclear translocation activity, % at 5 µM; hit rate 0.3% among 190,000; AID 1665;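 active means nuclear translocation activity above 50% at 5 µM, with a well cell count of 50 or more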;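 further: per-cell ratio of nuclear to cytoplasmic median beta-catenin stain intensity; plate controls were DMSO negative control for no effect and GSK-3 inhibitor IX positive control for full effect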
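Test system: human HeLa cell line; Doses: 5 µM primary, 0.02–20 µM confirmation; Incubation: 24 h compound exposure, 37°C; Detection: beta-catenin immunofluorescence imaging with DAPI; Read-out: beta-catenin nuclear/cytoplasmic ratio, % activation.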
MT stabilize HCS = microtubule stabilization, imaging screen; HeLa tubulin immunostaining HCS, 24 h; share of cells brighter than vehicle mean+2SD; % tubulin-high responders, % at 10 µM; hit rate 0.83% among 200,000; AID 2205;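 active means plate Z-score above 3 for both tubulin-high and condensed-nucleus cell shares, with cell loss under 80%, at 10 µM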;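 further: anti alpha tubulin signal scored within the nucleus-defined area of each cell; some results filed as inactive read as strong as hits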
WT yeast gro inh mutant strain = second read-out of WT yeast gro inh, no call of its own (marks repeat the call); inhibition, %; mitochondrial fusion phenotypic screen, mutant strain inhibition
Dynein transport cytoplasmic EGFP = further read-out of Dynein transport, marked with its call; z-score; measured here: cytoplasmic GR-EGFP intensity; active compounds read high
Dynein transport nuclear GR-EGFP = second read-out of Dynein transport, no call of its own (marks repeat the call); z-score; measured here: nuclear GR-EGFP intensity;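 lower value marks the stronger effect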
Dynein transport cell count = also measured in Dynein transport; calls as there; z-score; measured here: cell count per field
bCat nuc transl cell count 5 µM = also measured in bCat nuc transl; calls as there; cell count; measured here: cell count, cytotoxicity flag
T cell HTS vesicle-bound % = further read-out of T cell HTS, marked with its call; double positive events, %; measured here: CD8+ vesicle-bound cell fraction;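 binding gate set so that unloaded-vesicle control wells show 10% double positive cells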
MT stabilize HCS Hoechst-high % = also measured in MT stabilize HCS; calls as there; % Hoechst-high responders; measured here: nuclear condensation Hoechst responders;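 share of cells brighter than vehicle mean plus two SD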
MT stabilize HCS cytotoxicity % = also measured in MT stabilize HCS; calls as there; toxicity, %; measured here: cytotoxicity by cell density;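 0% = mean cell density of plate MIN control wells and 100% = no cells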
Autophagy HCS cell loss 18 h = further read-out of Autophagy HCS, marked with its call; toxicity, %; measured here: cell loss, nuclei count;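 cell loss after 18 h compound exposure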
Active calls of the source: *; i = inactive; / = not tested or not shown; & = joins results of further samples.

SMILES	M1AAP inhibition	Yfh1-off respiration	Autophagy HCS	Autophagy HCS cell loss 18 h	Dynein transport	Dynein transport cytoplasmic EGFP	Dynein transport nuclear GR-EGFP	Dynein transport cell count	T cell HTS	T cell HTS vesicle-bound %	WT yeast gro inh	WT yeast gro inh mutant strain	P. falciparum M17LAP	bCat nuc transl	bCat nuc transl cell count 5 µM	MT stabilize HCS	MT stabilize HCS Hoechst-high %	MT stabilize HCS cytotoxicity %
CCc1nn(CCCN2CCN(c3cccc(Cl)c3)CC2)c(=O)n1CCOc1ccccc1	0%	i	/	/	/	/	/	/	i	40&20	26	23	-4%	-3.5	1140	/	/	/
O=C(c1nc(-c2ccccc2)n(-c2ccccc2)n1)N1CCN(S(=O)(=O)c2ccccc2)CC1	-2%	i	i	-11	1.7	-0.16	1.4	-0.96	i	12	-2	-2	-12%	-3.1	1108	3.4	2.8	4.7
O=C(C1CCN(S(=O)(=O)c2ccc3ccccc3c2)CC1)N1CCN(c2ncccn2)CC1	3%	i	i	6	-0.14	-0.22	0.069	-0.25	i	49	4	6	2%	-3.5	1002	4.1	2.2	13
O=C(O)C1CCCN1C(=O)Oc1ccccc1 (stereo unspecified)	5%	i	i	-1	-0.91	-0.21	-0.48	-0.058	i	56	-3	-2	16%	-7.4	1215	3.0	2.4	2.9
CC(C)OC(=O)NC(Nc1ccccc1C(=O)O)(C(F)(F)F)C(F)(F)F	3%	i	/	/	0.2	-0.25	0.007	1.1	i	52	/	/	2%	-1.4	1387	/	/	/
Cc1cc(=O)n2c3ccccc3n(CC(O)CN3CCOCC3)c2c1C#N (stereo unspecified)	5%	i	i	-12	1.5	-0.29	1	-1.2	i	45	-15	4	12%	2.0	1500	1.8	3.3	5.9
O=C1CC(c2ccccc2)CC(O)=C1C=NCCN1CCN(C(=S)Nc2cccc(Cl)c2)CC1 (stereo unspecified)	-4%	i	i	-1	1.3	-0.13	0.095	-0.77	i	41	0	10	-7%	0.9	1405	3.0	0.9	4.2
Cc1cccc(NS(=O)(=O)c2cc(C(=O)N3CCCC3)ccc2Cl)c1	4%	i	i	-13	-0.32	-0.14	0.0041	0.8	i	47	2	0	1%	-1.8	565	3.4	2.6	16
Cc1ccc(CN(C(=O)CNC(=O)c2cccs2)C(C(=O)NCC2CCCO2)c2ccccc2)cc1 (stereo unspecified)	3%	i	i	-8	-0.006	-0.24	-0.5	0.4	i	30	9	19	-2%	-1.6	1008	1.5	1.2	9.3
COC(=O)c1nnn(CC(=O)Nc2cc(Cl)ccc2C)c1C(=O)OC	-3%	i	i	6	-0.32	0.057	0.16	-0.066	i	35	9	16	20%	/	/	0.6	0.7	8.4
CC(=O)c1c(C(C)=O)c(C)n(NC(=O)c2ccncc2)c1C	5%	i	i	3	-0.69	-0.35	-0.078	0.56	i	30	4	5	15%	/	/	3.0	2.5	5.9
COC(=O)c1ccccc1NC(=O)CSc1nc(N)cc(=O)[nH]1	8%	i	i	0	0.28	-0.28	0.26	0.63	i	33	-10	12	14%	-1.5	964	1.9	1.2	2.0
COc1ccc(-c2ccnc3c(C(=O)O)cnn23)cc1	3%	i	i	8	0.17	-0.3	-0.016	1.2	i	56	-22	-14	-12%	0.3	1056	4.1	1.0	11
O=C(COc1ncnc2ccccc12)N1CCN(S(=O)(=O)c2ccc(Cl)cc2)CC1	-2%	i	i	0	1	-0.023	1	-0.083	i	30	18	20	-1%	-4.3	996	2.2	1.5	1.9
Cc1c(C)c2cc3c4c(oc3c(C)c2oc1=O)CCCC4	-6%	i	i	4	-1.1	-0.3	-0.7	0.82	i	17	2	3	9%	1.0	1318	4.2	3.3	1.8
O=C(CCc1ccc(Oc2cc([N+](=O)[O-])cc([N+](=O)[O-])c2)cc1)N1CCCCC1	9%	i	i	1	/	/	/	/	i	39	18	-1	3%	1.7	987	1.7	1.1	7.7

Arranged by SMILES length (ascending): some entries from above.
SMILES	M1AAP inhibition	Yfh1-off respiration	Autophagy HCS	Autophagy HCS cell loss 18 h	Dynein transport	Dynein transport cytoplasmic EGFP	Dynein transport nuclear GR-EGFP	Dynein transport cell count	T cell HTS	T cell HTS vesicle-bound %	WT yeast gro inh	WT yeast gro inh mutant strain	P. falciparum M17LAP	bCat nuc transl	bCat nuc transl cell count 5 µM	MT stabilize HCS	MT stabilize HCS Hoechst-high %	MT stabilize HCS cytotoxicity %
Cc1c(C)c2cc3c4c(oc3c(C)c2oc1=O)CCCC4	-6%	i	i	4	-1.1	-0.3	-0.7	0.82	i	17	2	3	9%	1.0	1318	4.2	3.3	1.8
CC(=O)c1c(C(C)=O)c(C)n(NC(=O)c2ccncc2)c1C	5%	i	i	3	-0.69	-0.35	-0.078	0.56	i	30	4	5	15%	/	/	3.0	2.5	5.9
Cc1cccc(NS(=O)(=O)c2cc(C(=O)N3CCCC3)ccc2Cl)c1	4%	i	i	-13	-0.32	-0.14	0.0041	0.8	i	47	2	0	1%	-1.8	565	3.4	2.6	16
CC(C)OC(=O)NC(Nc1ccccc1C(=O)O)(C(F)(F)F)C(F)(F)F	3%	i	/	/	0.2	-0.25	0.007	1.1	i	52	/	/	2%	-1.4	1387	/	/	/
CCc1nn(CCCN2CCN(c3cccc(Cl)c3)CC2)c(=O)n1CCOc1ccccc1	0%	i	/	/	/	/	/	/	i	40&20	26	23	-4%	-3.5	1140	/	/	/
O=C(C1CCN(S(=O)(=O)c2ccc3ccccc3c2)CC1)N1CCN(c2ncccn2)CC1	3%	i	i	6	-0.14	-0.22	0.069	-0.25	i	49	4	6	2%	-3.5	1002	4.1	2.2	13
Cc1ccc(CN(C(=O)CNC(=O)c2cccs2)C(C(=O)NCC2CCCO2)c2ccccc2)cc1 (stereo unspecified)	3%	i	i	-8	-0.006	-0.24	-0.5	0.4	i	30	9	19	-2%	-1.6	1008	1.5	1.2	9.3
O=C(c1nc(-c2ccccc2)n(-c2ccccc2)n1)N1CCN(S(=O)(=O)c2ccccc2)CC1	-2%	i	i	-11	1.7	-0.16	1.4	-0.96	i	12	-2	-2	-12%	-3.1	1108	3.4	2.8	4.7
